# From PubChem BioAssay
# SDO1 yeast rescue: sdo1-depleted yeast growth rescue; S. cerevisiae sdo1-depleted JHY4D growth rescue, OD600 30 h; hits give high values; pdr5 snq2 efflux-pump mutant strain; z-score at 10 µM; 0.21% of 140,000 active;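 active = z-score above 3 at both the 24 hr and the 30 hr optical density reads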;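 note: z-score against mean and SD of all compound wells on the same plate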
# Insulin prom inh: TRM-6 insulin promoter activity inhibition; inhibition, % at 2 µM; 0.9% of 130,000 active; TRM-6 cells (human fetal islet line), insulin promoter-eGFP reporter, imaging; reporter expression induced with tamoxifen;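 active = inhibition above the mean plus 3 SD, with well images judged a real hit on visual review, cut at about 60% in these data, passing the limit was not always enough; inconclusive = inhibition over the cutoff but images rejected on review; inactive = inhibition not above the cutoff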
# SDO1 yeast rescue Rescue 24 h: also measured in SDO1 yeast rescue; calls as there; z-score; S. cerevisiae sdo1-depleted JHY4D growth rescue, OD600; measured here: growth rescue at 24 h;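 0 is the plate mean of compound wells and units are plate SD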
# Starred values were filed as active, the others as inactive; ? = inconclusive; . = no result given.
SMILES,SDO1 yeast rescue,SDO1 yeast rescue Rescue 24 h,Insulin prom inh
CCOc1ccc(NC(=O)c2ccc3snnc3c2)cc1,-0.75,-0.84,?
O=C(O)CNC(=O)c1ccccc1NC(=O)c1ccco1,0.99,1.9,-30
O=C(Cn1c(-c2ccccc2)c[n+]2ccsc12)c1ccc([N+](=O)[O-])cc1,.,.,33
CC(NC(=O)Nc1cccc(Cl)c1)C(c1cccs1)N1CCCC1 (stereo not given),0.39,0,27
CCCOc1ccc(N2C(=O)CC(SC(=N)N3N=C(c4ccccc4)CC3c3ccccc3)C2=O)cc1 (stereo not given),.,.,41
COc1ccc(-c2csc(NC(=O)CSc3nc(SC)ns3)n2)cc1,-0.81,-0.3,41
CSc1nc2ccc(NS(=O)(=O)c3ccc(Cl)s3)cc2s1,-2,-1.5,-64
Cc1cc(Cl)ccc1Oc1ncc(CN2CCN(c3ccccc3)CC2)s1,-1.3,-1.1,.
COc1ccc(NC(=O)N(CCO)Cc2cc3c(C)cc(C)cc3[nH]c2=O)cc1,0.41,0.79,-30
O=C(O)c1ccc2c(c1)ncn2C1CCCC1,.,.,51
COc1ccc(-c2nnc(-c3ccc(N)cc3)o2)cc1,-0.48,-0.5,31
CCCCn1nnnc1NCc1ccc(OC)c(OC)c1OC,0.71,0.43,.
COc1ccc(C(=O)N2CCN=C2SCc2cccnc2)cc1OC,2,3.2,.
CNS(=O)(=O)c1cccc(C(=O)NCC(c2cccs2)N(C)C)c1 (stereo not given),0.35,-0.5,73*
Cc1cc(C)c(NC(=O)C2CCCCN2C)c(C)c1 (stereo not given),-0.43,-0.41,-19
CC1Cc2ccccc2N1C(=O)Cn1nnc(-c2ccccc2NC(=O)C2CCC2)n1 (stereo not given),-1.1,-1.1,-15
CCOC(=O)Cn1c(=NC(=O)CSC(C)=O)sc2cc(F)ccc21,-0.36,-0.75,.
Cc1ccc2nc(-c3ccc(NC(=O)CSc4ccccc4)cc3)[nH]c2c1,-1.3,-0.92,42
Cc1nnc(NC(=O)c2ccc(C)c(S(=O)(=O)N3CCCCCC3)c2)s1,-0.84,-0.24,-2
CCOC(=O)CNC(=O)CSc1ncnc2c1cnn2-c1ccc(Cl)cc1,-0.67,-0.56,-50
COc1ccc(Nc2nc3ccccc3nc2-n2nc(C)cc2C)cc1,-0.48,0.07,.
CC(=O)c1ccc(N2C(=O)NC3(CCCCC3)C2=O)cc1,0.3,0.25,-54
COC(=O)c1[nH]c2cc(OC)ccc2c1NC(=O)CCN1CCN(Cc2ccc3c(c2)OCO3)CC1,-0.45,-0.94,-91
CCNc1nc(OCCNC(C)=O)nc(N(C)C)n1,0.7,-0.58,-8
CCCCN(C)CCC(=O)Nc1ccc(C)cc1,2.2,1.4,19

# Arranged by length of the SMILES (descending): 17 of the compounds above.
SMILES,SDO1 yeast rescue,SDO1 yeast rescue Rescue 24 h,Insulin prom inh
CCCOc1ccc(N2C(=O)CC(SC(=N)N3N=C(c4ccccc4)CC3c3ccccc3)C2=O)cc1 (stereo not given),.,.,41
O=C(Cn1c(-c2ccccc2)c[n+]2ccsc12)c1ccc([N+](=O)[O-])cc1,.,.,33
COc1ccc(NC(=O)N(CCO)Cc2cc3c(C)cc(C)cc3[nH]c2=O)cc1,0.41,0.79,-30
Cc1nnc(NC(=O)c2ccc(C)c(S(=O)(=O)N3CCCCCC3)c2)s1,-0.84,-0.24,-2
Cc1ccc2nc(-c3ccc(NC(=O)CSc4ccccc4)cc3)[nH]c2c1,-1.3,-0.92,42
CNS(=O)(=O)c1cccc(C(=O)NCC(c2cccs2)N(C)C)c1 (stereo not given),0.35,-0.5,73*
Cc1cc(Cl)ccc1Oc1ncc(CN2CCN(c3ccccc3)CC2)s1,-1.3,-1.1,.
COc1ccc(-c2csc(NC(=O)CSc3nc(SC)ns3)n2)cc1,-0.81,-0.3,41
CC(NC(=O)Nc1cccc(Cl)c1)C(c1cccs1)N1CCCC1 (stereo not given),0.39,0,27
COc1ccc(Nc2nc3ccccc3nc2-n2nc(C)cc2C)cc1,-0.48,0.07,.
CSc1nc2ccc(NS(=O)(=O)c3ccc(Cl)s3)cc2s1,-2,-1.5,-64
COc1ccc(C(=O)N2CCN=C2SCc2cccnc2)cc1OC,2,3.2,.
COc1ccc(-c2nnc(-c3ccc(N)cc3)o2)cc1,-0.48,-0.5,31
Cc1cc(C)c(NC(=O)C2CCCCN2C)c(C)c1 (stereo not given),-0.43,-0.41,-19
CCCCn1nnnc1NCc1ccc(OC)c(OC)c1OC,0.71,0.43,.
CCNc1nc(OCCNC(C)=O)nc(N(C)C)n1,0.7,-0.58,-8
O=C(O)c1ccc2c(c1)ncn2C1CCCC1,.,.,51

# New compounds follow:
SMILES,SDO1 yeast rescue,SDO1 yeast rescue Rescue 24 h,Insulin prom inh
CCOc1cc(C(c2c(C)[nH][nH]c2=O)c2c(C)[nH][nH]c2=O)ccc1OS(=O)(=O)c1ccccc1,1.5,1.9,.
O=C(CSc1ccc(-c2ccc(Cl)cc2)nn1)N1CCCc2ccccc21,-0.35,0.56,.
COC(CNC(=O)c1cc(C)nn1-c1ccccc1)OC,-0.18,-0.78,38
c1ccc(Cc2nc3ccccc3o2)cc1,0.23,-0.04,32
Cc1ccccc1N1C(=O)C(Cl)=C(N2CCN(c3ccccc3)CC2)C1=O,-1.7,-1.3,?
CCOC(=O)c1sc(N)nc1-c1ccccc1,-0.33,0.3,.
Cc1[nH]c2ccccc2c1NC(=O)CN1CCN(Cc2ccc3c(c2)OCO3)CC1,0.84,0.49,20
CCOC(=O)c1c(NC(=O)CSc2nnc(-c3cccc(C)c3)n2CC)sc(C(C)=O)c1C,-0.6,-1.4,33
Cc1cc(C)c2[nH]c(=O)c(C(c3nnnn3Cc3ccc4c(c3)OCO4)N3CCC(C)CC3)cc2c1 (stereo not given),-1.7,-1.5,-47
N#Cc1nc(-c2ccc(Cl)cc2)oc1NCCc1ccccn1,-0.22,1.4,61
O=c1[nH]cnc2c1sc1nc(-c3ccccc3)c3c(c12)CCCC3,-1.7,-1.5,.
CC(C(=O)N(C)C)N(C#N)c1nc(N(C)C)nc(N(C)C)n1 (stereo not given),0.69,0.58,.
O=c1c(-c2nnc(SCc3ccc(Cl)cc3)o2)cccn1Cc1ccccc1,-1.3,-0.88,-36
Cn1nnnc1SCC(=O)NC1CCCc2ccccc21 (stereo not given),.,.,-18
O=C(CCc1ccccc1)Nc1ccc(NC(=O)C2CC2)nc1,-0.97,-1.9,10
Oc1ccc(Cl)cc1/C=C/c1ccc2cccc(O)c2n1,.,.,25
COc1ccc2nc(NC(=O)C3CCCN(S(=O)(=O)c4cccs4)C3)sc2c1 (stereo not given),-1.5,-0.99,.
CN(C)S(=O)(=O)c1ccc(Cl)c(NC(=O)COC(=O)c2cc(-c3ccccc3)nc3ccccc23)c1,-1.2,-0.97,15
Cc1ccc(NC(=O)CCSc2nnc(Cc3ccccc3)o2)cc1,-0.55,-0.69,3
CC1(C)C=C2[C@H]3CC[C@@H]4[C@@]5(C)CCC(=O)C(C)(C)[C@@H]5CC[C@@]4(C)[C@]3(C)CC[C@@]2(C(=O)O)CC1,-0.02,-0.53,-30
Cn1c(=O)c2c(n(C)c1=O)=NC1(CCCCC1)N=2,0.88,0.81,60
CCCn1c(SCC(=O)N2c3ccccc3CC2C)nnc1-c1ccco1 (stereo not given),-0.51,-0.03,-87
COc1ccc(S(=O)(=O)N(C)CC(=O)Nc2cccc(C(C)=O)c2)cc1C,-0.67,-0.52,22
O=S(=O)(NC1=NCCC1)c1ccc(F)cc1,0,0.2,20
COc1ccc(NC(=O)c2sc(N3CCOCC3)nc2-c2ccccc2)c(OC)c1,-0.29,-0.63,.
SMILES,SDO1 yeast rescue,SDO1 yeast rescue Rescue 24 h,Insulin prom inh
COC(=O)COc1c(Cl)cc(Cl)c2ccc(C)nc12,.,.,21
O=C(Nc1cccc2ncccc12)c1cc2ccccc2o1,0.19,0.28,-35
Cc1csc(SCC(=O)NC23CC4CC(CC(C4)C2)C3)n1,-1.1,-0.88,-20
Cc1cccc2c(Cl)cc(=O)[nH]c12,1.1,1,6
NC(CO)C(=O)NNCc1ccc(O)c(O)c1O (stereo not given),0.51,0.62,-9
CC(=O)c1ccc(NC(=O)Nc2ccc([N+](=O)[O-])cc2C)cc1,1.5,2,.
CC(=O)c1cn(-c2ccc(Cl)cc2)c(=O)n(Cc2ccc(F)cc2)c1=O,.,.,18
COc1ccc(CC(NC(C)=O)C(=O)NC2CCN(C(=O)NCc3ccccc3)CC2)cc1OC (stereo not given),-0.71,-0.89,7
Cc1nn(CC#N)c(=O)n1-c1cccc(F)c1,0,-0.65,-38
COCCNC(=O)CN1CCCCCC1,.,.,-58
CSc1nnc(-c2sccc2-n2cccc2)o1,.,.,-20
Cn1nc([N+](=O)[O-])c(C(C#N)c2nc3ccccc3n2C)c(Cl)c1=O (stereo not given),0.98,0.6,-6
COc1ccc(C(=O)COC(=O)c2ccc(NC(C)=O)cc2)cc1[N+](=O)[O-],-0.31,-0.91,.
Cc1cc(C(=O)OCC(=O)NCc2ccco2)c(C)o1,.,.,33
Cc1cccc(C)c1NC(=S)NCCc1ccccn1,0.65,-0.43,-18
CCOC(=O)C1CCCN(S(=O)(=O)c2cccc3cccnc23)C1 (stereo not given),-0.77,-1.3,20
COc1cccc(C(=O)N/N=C/c2ccc(OC3CSC3)cc2)c1,1.3,2,-18
Cc1ccc(NC(=O)CN(C)C(=O)CSc2n[nH]c(N)n2)cc1,-0.45,-0.97,-23
COc1cc(C(=O)N(Cc2ccccn2)CC2CCCO2)cc(OC)c1OC (stereo not given),0.13,0.12,-18
O=C(Nc1c(C(=O)N2CCCC2)cnn1-c1ccccc1)c1cccc(F)c1,0.84,1.6,-226
Cc1nc(NC(=O)CCC(=O)O)sc1C(=O)N(C)C,0.22,-0.27,.
CN(C)S(=O)(=O)c1ccc2c(c1)c(=O)c(C(=O)N1CCN(c3ccccn3)CC1)cn2C,0.93,0.61,.
CCn1c(CCNC(=O)c2cccs2)nnc1SCC(=O)Nc1cccc(Cl)c1,-0.64,-0.57,-35
CCOC(=O)c1c(NC(=O)CSc2nnnn2-c2ccccc2)sc2c1CCC(C)C2 (stereo not given),0.36,0.64,-4
COC(=O)c1[nH]c2ccc(Br)cc2c1NC(=O)CN1CCCc2ccccc21,-1.6,-0.56,-40
SMILES,SDO1 yeast rescue,SDO1 yeast rescue Rescue 24 h,Insulin prom inh
CC(C)(C)C1CCc2nc(NC(=O)Cc3cn4ccsc4n3)sc2C1 (stereo not given),-2.4,-1.6,26
O=C(O)CCCCC1SCC2NC(=O)NC21 (stereo not given),0.42,0.89,.
CC(C)(C)NC(=O)C(c1ccncc1)N(C(=O)Cn1nnc(-c2ccc(F)cc2)n1)c1ccccc1 (stereo not given),.,.,0
CNC(=S)N/N=C/c1cn(Cc2ccc(C)cc2)c2ccccc12,-1.5,-0.75,13
CSc1ccccc1NC(=O)COC(=O)c1ccc(O)cc1,.,.,-31
C=C(C)c1ccc(C(C)(C)NC(=O)N2CCN(C)CC2)cc1,1.1,0.69,.
O=C(NCc1ccccn1)c1cn(Cc2ccccc2)nn1,-0.19,-0.65,-35
CCc1ccc(NC(=O)N(Cc2cccnc2)Cc2ccco2)cc1,-1.3,-1.2,-36
O=C(Nc1ccc(N2CCOCC2)cc1)c1cc(F)c(F)cc1Cl,0.21,-0.45,-46
O=C(c1cccs1)N(CCO)Cc1cc2cc3c(cc2[nH]c1=O)OCCO3,0.63,0.23,.
Cc1[nH]c2ccccc2c1/C=N/NS(=O)(=O)c1ccccc1,.,.,-36
CCC(=O)N1CCc2cc(S(=O)(=O)NCCCN3CCN(Cc4ccccc4)CC3)ccc21,0.43,-0.16,-43
CC12CCCCC1N(O)C(=O)C(=O)N2O (stereo not given),0.44,-0.3,.
CC1CCCN(C(=O)CN2C(=O)c3ccccc3C2=O)C1 (stereo not given),0.43,0.31,-9
Cn1cccc1Cc1nnc(SCC(=O)NC2CCCCC2)n1-c1ccc(F)cc1,0.11,1,.
Cn1cc(Br)c(C(=O)Nc2sc3c(c2C(N)=O)CCC3)n1,0.29,0.11,-23
CCOC(=O)c1c(C)[nH]c(C(=O)NNC(=O)c2ccccc2)c1C,0.38,0.3,40
Cc1cccc(OCC2=NS(=O)(=O)c3ccccc3N2)c1,-0.24,-0.45,30
N#CC1=C(SCc2ccccc2)NC(=O)CC1c1ccc(O)cc1 (stereo not given),-0.41,-0.26,-388
CCCOCC1CC2(SC(=Nc3ccc(C)cc3)NC2=O)C(=O)O1 (stereo not given),0.65,0.8,5
CCOc1ccccc1N/C(=N/c1nc(C)cc(C)n1)NC(=O)Nc1ccc(Cl)c(Cl)c1,1.4,1.1,43
CCOC(=O)CSc1nnc(CSc2nc(N)c3c(C)c(C)sc3n2)n1-c1ccccc1,0.07,0.13,12
O=C(COC(=O)/C=C/c1ccco1)Nc1ncc(Cl)cc1Cl,-0.51,-0.15,47
CCCCCNCc1cccc(Br)c1,1.5,1.2,.
CCS(=O)(=O)N1CCN(C2Cc3ccccc3C2)CC1,1.1,0.71,.
SMILES,SDO1 yeast rescue,SDO1 yeast rescue Rescue 24 h,Insulin prom inh
C=CCNC(=O)C1CCCN(S(C)(=O)=O)C1 (stereo not given),1.6,1.9,-24
Nc1nc(-c2ccc3ccccc3c2)cs1,.,.,8
CCc1ccc(NS(=O)(=O)c2ccc3[nH]cc(C(=O)N(C)Cc4ccco4)c(=O)c3c2)cc1,-0.32,-0.74,-9
Cn1nnnc1SCC1=C(C(=O)O)N2C(=O)C(NC(=O)Cn3nc(C(F)F)cc3C3CC3)C2SC1 (stereo not given),.,.,29
COc1ccc2cc(-c3[nH]ncc3CN3CCCCO3)ccc2c1,.,.,21
CN(C)C(=O)C(=O)c1c(-c2ccccc2)cc2ccccn12,0.62,1.7,-41
COC(=O)c1cccc(COC(=O)c2cccnc2SC)c1,-0.98,-0.7,-146
